Compound activity from PubChem BioAssay.
GalR3 antagonist = antagonists of human GalR3 | O60755 | HEK293 GalR3-CNG cAMP membrane potential fluorescence; galR3 body fused to GalR1 C-terminus | inhibition, % at 3 µM | hit rate 0.44% among 360,000;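 active = inhibition above the screen-wide average plus 3 SD, cut at about 13% in these data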;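 also: forskolin and galanin both at EC90 stimulate the cells; cAMP rise reported by CNG channel membrane potential dye signal; 0% = forskolin plus galanin with DMSO and 100% = forskolin alone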
Target sequence (O60755 1-299 limits assumed): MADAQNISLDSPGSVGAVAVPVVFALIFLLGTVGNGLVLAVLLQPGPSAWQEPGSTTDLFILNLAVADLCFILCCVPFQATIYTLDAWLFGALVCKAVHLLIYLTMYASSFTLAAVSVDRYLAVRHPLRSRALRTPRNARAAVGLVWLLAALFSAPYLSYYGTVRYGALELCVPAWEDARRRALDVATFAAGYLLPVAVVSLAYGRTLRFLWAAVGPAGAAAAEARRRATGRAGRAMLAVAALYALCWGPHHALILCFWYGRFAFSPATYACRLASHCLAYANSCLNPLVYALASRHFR
An asterisk follows results filed as active. An excerpt; the hit share may differ from the screen's.

For C[C@@H]1CCCCO[C@@H](CN(C)C(=O)Nc2ccc3c(c2)OCO3)[C@@H](C)CN([C@H](C)CO)C(=O)c2cc(N(C)C)ccc2O1 the results were GalR3 antagonist -5.1.
For C[C@H](O)[C@@H]1C(=O)N2CCc3c([nH]c4c(-c5ccccc5)cccc34)[C@@H]2C[C@@H]1N(C)C(=O)Nc1cccc2ccccc12 the results were GalR3 antagonist -9.1.
For Cc1onc(-c2ccccc2)c1-c1nnc(COC(=O)c2ccc(O)cc2)o1 the results were GalR3 antagonist -1.3.
For O=C(N[C@@H](Cc1cccnc1)C(=O)N1CCC[C@H]1C(=O)NC1CCCC1)C1CCCC1 the results were GalR3 antagonist -7.5.
`CC(C)CC1NC(=O)c2cccnc2-n2c1nc1ccccc1c2=O` (stereo unspecified) gave GalR3 antagonist -4.4.
For Cc1cc(C)n(CCNC(=O)[C@H]2O[C@@H](n3ccc(N)nc3=O)[C@H](O)[C@@H]2O)n1 the results were GalR3 antagonist 1.9.
`CC(C)CC(=O)Nc1nnc(SCC(=O)NC2CCCC2)s1` gave GalR3 antagonist -6.7.
O=S1(=O)N[C@@H](Cc2ccccc2)COc2cc(N3CCN(Cc4ccccc4F)CC3)ccc21 was read as GalR3 antagonist -4.9.
`O=C(NCc1ccccc1)C(c1cccc2ccccc12)n1c(=O)c(-c2ccccc2)nc2ccccc21` (stereo unspecified) gave GalR3 antagonist -9.1.
For Cc1cccc(C)c1NC(=O)C1(C)CSCC(=O)N1CCC(C)C (stereo unspecified) the results were GalR3 antagonist -5.6.
COCCNc1ncnc2c1ncn2[C@H]1CN(Cc2ccc(F)cc2)C[C@@H](CO)O1 was read as GalR3 antagonist -6.0.
For CC1=C(C(=O)O)CC(S(=O)(=O)O)C1(C)C (stereo unspecified) the results were GalR3 antagonist -1.3.
For CC(Nc1nc(-c2cccnc2)nc2ccccc12)c1ccccc1 (stereo unspecified) the results were GalR3 antagonist -1.2.
Screening C[C@H](CO)N1C[C@H](C)[C@H](CN(C)S(=O)(=O)c2ccc(Oc3ccccc3)nc2)OCc2cnnn2CCCC1=O returned GalR3 antagonist -7.0.
`C[C@@H]1CN([C@@H](C)CO)C(=O)c2cc(Br)cnc2O[C@@H]1CN(C)S(C)(=O)=O` gave GalR3 antagonist -1.8.

Next section, starting with the last 3 of the part before.
For CC(Nc1nc(-c2cccnc2)nc2ccccc12)c1ccccc1 (stereo unspecified) the results were GalR3 antagonist -1.2.
Screening C[C@H](CO)N1C[C@H](C)[C@H](CN(C)S(=O)(=O)c2ccc(Oc3ccccc3)nc2)OCc2cnnn2CCCC1=O returned GalR3 antagonist -7.0.
`C[C@@H]1CN([C@@H](C)CO)C(=O)c2cc(Br)cnc2O[C@@H]1CN(C)S(C)(=O)=O` gave GalR3 antagonist -1.8.
O=C(Nc1ccc(F)c(Cl)c1)c1cc(C2CCCCN2C(=O)CCCc2ccccc2)on1 (stereo unspecified) was read as GalR3 antagonist -7.2.
For CC(=O)OCC1=C(C(=O)O)N2C(=O)[C@@H](NC(=O)Cc3ccccc3)[C@H]2SC1 the results were GalR3 antagonist -2.1.
Screening O=C(C(=O)N1CCN(c2ccccc2F)CC1)c1cn(CC(=O)N2CCCC2)c2ccccc12 returned GalR3 antagonist -1.9.
For O=C(c1cccs1)N1C[C@@H](n2cc(C3CC3)nn2)[C@H](O)C[C@@H]1c1ccc(Cl)cc1 the results were GalR3 antagonist -8.0.
Screening CN1C[C@@H]2[C@@H]3C(=O)N(Cc4ccccc4)C(=O)[C@@H]3[C@](Cc3ccccc3)(C1=O)N2C(=O)c1ccc(Cl)cc1 returned GalR3 antagonist -2.0.
Screening CC(=O)OC[C@H]1O[C@@H](Oc2cc3ccc(=O)oc3cc2OC(C)=O)[C@H](OC(C)=O)[C@@H](OC(C)=O)[C@@H]1OC(C)=O returned GalR3 antagonist -0.4.
For C=C1C(=O)OC2C1CCC(C)=C1C(=O)C3OC3(C)C12 (stereo unspecified) the results were GalR3 antagonist 3.3.
Screening CC(=O)NC1CCC(OC(=O)Nc2ccccc2)CC1 (stereo unspecified) returned GalR3 antagonist -3.8.
`COc1cccc(NC(=O)CN(C)C(=O)C(Sc2ccccc2)c2ccccc2)c1` (stereo unspecified) gave GalR3 antagonist -1.3.
Screening Fc1ccc(-c2nc3ccc(Cl)cn3c2Cc2ccccc2)cc1 returned GalR3 antagonist -10.0.
Screening CC(C)(C)NC(=O)C[C@H]1C[C@H](C(=O)N2CCCCC2)[C@@]2(C)c3[nH]c4ccc(Cl)cc4c3CCN2C1=O returned GalR3 antagonist 2.3.
O=S1(=O)C[C@H](N2CCN(CCO)CC2)[C@@H](COCc2ccccc2)N1 was read as GalR3 antagonist -5.6.
Screening COC(=O)[C@]12C[C@H](CC(=O)NCc3ccc(OC)c(OC)c3)C(=O)N(CCc3ccc(OC)c(OC)c3)C1=C[C@H](C(C)(C)C)O[C@@H]2C returned GalR3 antagonist -2.1.
For CC(C)C1CC(N(C)C)=CC(=S)N1 (stereo unspecified) the results were GalR3 antagonist -7.5.
O=C(NC(c1ccc(F)cc1)c1ccc2ccccc2n1)C1CCN(CCOc2ccc(Cl)cc2Cl)CC1 (stereo unspecified) was read as GalR3 antagonist -7.4.
For Cc1cc(Br)cn2c(CC(C)(C)C)c(C3CCCCC3)nc12 the results were GalR3 antagonist -3.3.
For O=C(Nc1nnc(-c2ccco2)o1)c1ccc(S(=O)(=O)N2CCCCC2)cc1 the results were GalR3 antagonist -2.5.
Screening CC(C)n1c(=O)c2ccccc2n1CC(=O)N1CCOCC1 returned GalR3 antagonist -4.5.
C=CCNc1ccc2c(c1)OC[C@H](CC(C)C)NS2(=O)=O was read as GalR3 antagonist -4.0.
For CC(C)CC(C(=O)OCC(=O)N1CCN(c2ccccc2)CC1)N1C(=O)c2ccccc2C1=O (stereo unspecified) the results were GalR3 antagonist -6.4.
Screening C(=C\c1ccccc1)/CN1CCN(C(c2ccnc3ccccc23)c2nnnn2C2CCCC2)CC1 (stereo unspecified) returned GalR3 antagonist -8.6.
For CN1CCN(C2CN(Cc3cn(Cc4cccc(C(F)(F)F)c4)nn3)S(=O)(=O)C2)CC1 (stereo unspecified) the results were GalR3 antagonist -2.0.
For CCOC(=O)CCc1ccc(NC(=O)/C=C/c2ccc([N+](=O)[O-])o2)cc1 the results were GalR3 antagonist -6.9.
For Cc1ccc(C(O)c2ncc(-c3ccccc3)[nH]2)c(C)c1 (stereo unspecified) the results were GalR3 antagonist -8.9.
N=C1C=CC(=C(c2ccc(N)cc2)c2ccc(N)cc2)C=C1 was read as GalR3 antagonist -6.1.
Screening COc1ccc(NC(=O)C2(C)Cc3c(-c4cccc(C(F)(F)F)c4)ccnc3O2)cc1OC (stereo unspecified) returned GalR3 antagonist -5.6.
CC(C)C1C(=O)N(Cc2cn(Cc3ccco3)nn2)CCS(=O)(=O)N1Cc1ccc(-c2ccccc2)cc1 (stereo unspecified) was read as GalR3 antagonist -7.4.
For Cc1noc(C)c1C(=O)N1CCC1(C)C(=O)NS(=O)(=O)c1ccccc1Cl (stereo unspecified) the results were GalR3 antagonist 0.5.
Screening C#CCNC(=O)C[C@@H]1C[C@@]2(C(=O)OC)CC(C)(C)CC=C2N(CCc2ccc(OC)c(OC)c2)C1=O returned GalR3 antagonist -7.7.
CC(=O)Nc1ccc(C(=O)N2CCOCC2c2cc(C(=O)NCc3ccccc3)no2)cc1 (stereo unspecified) was read as GalR3 antagonist -2.1.
For CC(=O)Nc1ccc(NC(=O)C2CC(=O)N(Cc3ccco3)C2)cc1 (stereo unspecified) the results were GalR3 antagonist -1.4.
`O=C(Nc1nc(OCC(F)(F)F)cnc1/C=C\c1ccccc1)c1ccsc1` gave GalR3 antagonist -5.1.
Screening Fc1ccc(-c2nc3ccc(Cl)cn3c2Cc2cccc(F)c2)cc1 returned GalR3 antagonist -6.7.
Screening O=C(N[C@H]1CC[C@H](CCNS(=O)(=O)c2ccc(Cl)cc2)O[C@@H]1CO)c1cccc(F)c1 returned GalR3 antagonist 0.4.
Screening C[C@@H]1CN([C@H](C)CO)C(=O)c2c(c3ccccc3n2C)-c2ccccc2CO[C@H]1CN(C)C(=O)Cc1ccccc1 returned GalR3 antagonist -4.3.
Cc1ccccc1OCC(=O)OCC(=O)NC1CCCCCC1 was read as GalR3 antagonist 1.5.
CCc1nc2ccc(C(=O)NCc3cccs3)cn2c1N(CC)CCN(C)C was read as GalR3 antagonist -6.3.
`O=C(O)c1ccccc1C(c1ccccc1)c1ccccc1O` (stereo unspecified) gave GalR3 antagonist -0.6.
Screening CCOC(=O)C1(Cc2ccccc2)CCCN(C(=O)COc2ccccc2OC)C1 (stereo unspecified) returned GalR3 antagonist -5.5.
COc1cccc(C=NNC(=S)NN=Cc2cccc(OC)c2OC)c1OC was read as GalR3 antagonist -2.0.
`Cc1c(C(=O)N2CCN(S(=O)(=O)c3ccccc3)CC2)oc2ccccc12` gave GalR3 antagonist -4.6.
`C=C1C(=O)[C@]23C[C@H]1CCC2[C@@]1(C)C(C[C@@H]3O)[C@](C)(C(=O)O)C[C@H](O)[C@@H]1O` (stereo partly specified) gave GalR3 antagonist -5.5.
`COc1cccc(CNc2nc3cc(-c4ccc(C(=O)N5CCN(C)CC5)cc4)sc3c(=O)n2C)c1` gave GalR3 antagonist 4.0.
For Cc1ccc(S(=O)(=O)N2[C@@H](Cc3ccccc3)CO[C@H]2CC(=O)c2cccc3ccccc23)cc1 the results were GalR3 antagonist -4.3.
Screening O=C(NCCNC(=O)c1ccc(-c2cccc(Cl)c2)o1)c1cnccn1 returned GalR3 antagonist -5.8.
`C#CCOCCOCCOCCNc1nc(N2CCN(C(=O)Cn3cc(CCO)nn3)CC2)nc(N2CCN(C(=O)[C@H](C)n3cc(CCCN=C(N)N)nn3)CC2)n1` gave GalR3 antagonist -4.4.
For C#CCNC(=O)C[C@@H]1C[C@@]2(C(=O)OC)CCCCC=C2N(Cc2ccc(Cl)cc2Cl)C1=O the results were GalR3 antagonist -8.3.
For O=C(O)CC(CC(=O)O)n1cccc1 the results were GalR3 antagonist -2.6.
`COc1cccc(C(O)c2nc(-c3ccc(Cl)cc3)cs2)c1` (stereo unspecified) gave GalR3 antagonist -6.5.
Screening CC(=NNC(=S)N1CC2CCC(CC2)C1)c1cccc(C)n1 returned GalR3 antagonist 2.6.
CCc1nnc(NC(=O)c2ccc3c(=O)n4c(nc3c2)CCC4)s1 was read as GalR3 antagonist -8.5.
CCCCCc1c(-c2ccc(F)cc2)ncn1CCc1ccccc1OC was read as GalR3 antagonist -8.4.
NC(c1csc(NC(=O)Nc2ccc(OC(F)(F)F)cc2)n1)C1CCCCC1 (stereo unspecified) was read as GalR3 antagonist -8.0.
O=C(CC(c1ccccc1)C1CCCCC1=O)c1ccccc1 (stereo unspecified) was read as GalR3 antagonist 3.7.
For O=C(NCc1cccnc1)c1cc(C2CCCN(C(=O)CCCc3ccccc3)C2)on1 (stereo unspecified) the results were GalR3 antagonist -5.6.
`CCC(c1nnnn1-c1ccc2c(c1)OCCO2)N1CCN(Cc2c(F)cccc2Cl)CC1` (stereo unspecified) gave GalR3 antagonist -5.2.
Screening Cn1c(=O)c2cc(NC(=O)NCc3ccc(F)cc3)ccc2n1C/C=C/c1ccccc1 returned GalR3 antagonist -8.1.
O=[N+]([O-])c1ccc(CN2[C@H](COCc3ccccc3)[C@@H](N3CCCC3)CS2(=O)=O)cc1 was read as GalR3 antagonist -6.3.
Screening COc1ccc(CN(C)C(=O)[C@@H](Cc2ccccc2)NC(=O)[C@H]2O[C@@H](n3ccc(N)nc3=O)[C@H](O)[C@@H]2O)cc1OC returned GalR3 antagonist -7.1.
For CCOc1ccc2nc(NC(=O)Cn3c(C)csc3=O)sc2c1 the results were GalR3 antagonist -0.6.

Next part; the last two above are carried over.
Screening COc1ccc(CN(C)C(=O)[C@@H](Cc2ccccc2)NC(=O)[C@H]2O[C@@H](n3ccc(N)nc3=O)[C@H](O)[C@@H]2O)cc1OC returned GalR3 antagonist -7.1.
For CCOc1ccc2nc(NC(=O)Cn3c(C)csc3=O)sc2c1 the results were GalR3 antagonist -0.6.
Screening COc1ccccc1CCn1cnc(Cc2cccc(F)c2)c1C(C)C returned GalR3 antagonist -8.9.
For CC(=NNC(=O)c1ccncc1)c1cccc(Br)c1 the results were GalR3 antagonist -7.4.
`CN(CC(=O)NC(=O)Nc1ccccc1F)Cc1ccccc1` gave GalR3 antagonist -6.2.
`CC(C)=CCN1C(=O)[C@]2(OCCC=C[C@H]2C)c2c(Br)cccc21` gave GalR3 antagonist -7.2.
For O=c1[nH]cc(CN2CCOCC2)c(=O)[nH]1 the results were GalR3 antagonist -4.0.
Screening Cc1ccsc1C(=O)N1CCC1(C)C(=O)NS(=O)(=O)c1ccc(C#N)cc1 (stereo unspecified) returned GalR3 antagonist -2.2.
`CCOC(=O)[C@H]1[C@H]2COc3ccc(Br)cc3[C@H]2N2C(=O)CN(CCc3c[nH]c4ccccc34)C(=O)[C@@]12C` gave GalR3 antagonist -4.8.
`CC1(C(=O)NS(=O)(=O)C2CC2)CCN(C(=O)c2ccccc2OC(F)(F)F)C1` (stereo unspecified) gave GalR3 antagonist -6.3.
For O=C1NC(=O)C2C3C=CC(C12)C1C(=O)NC(=O)C31 (stereo unspecified) the results were GalR3 antagonist -4.1.
Screening CCc1nc2ccc(C(=O)N3CCN(C(C)=O)CC3)cn2c1N(C=O)Cc1ccc(OC)cc1 returned GalR3 antagonist -4.6.
Screening C=CCOc1ccc(C2NC(=O)c3ccccc3O2)cc1OC (stereo unspecified) returned GalR3 antagonist -8.4.
O=C(Cc1ccc(Cl)cc1)c1ccccc1 was read as GalR3 antagonist -7.1.
For CCC(C)[C@H]1CNC(=O)C(=O)N1CCc1cccc(F)c1 (stereo partly specified) the results were GalR3 antagonist -8.3.
For Cc1ccc(S(=O)(=O)N2CCCCC2)cc1NC(=O)C1COc2ccccc2O1 (stereo unspecified) the results were GalR3 antagonist -7.2.
For O=C(CCl)N(O)c1ccc(C=Cc2ccccc2)cc1 the results were GalR3 antagonist -7.3.

3 records picked at random from those above:
For O=C1NC(=O)C2C3C=CC(C12)C1C(=O)NC(=O)C31 (stereo unspecified) the results were GalR3 antagonist -4.1.
`CC1(C(=O)NS(=O)(=O)C2CC2)CCN(C(=O)c2ccccc2OC(F)(F)F)C1` (stereo unspecified) gave GalR3 antagonist -6.3.
For O=C(CCl)N(O)c1ccc(C=Cc2ccccc2)cc1 the results were GalR3 antagonist -7.3.
